Diaphorase inh: diaphorase inhibition or chemical oxidation counter-screen | diaphorase resazurin-to-resorufin fluorescence, NADH, 16 min; bacterial (C. kluyveri) enzyme, not human | inhibition, % at 20 µM | 0.69% of 190,000 active | AID 1217;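 active = primary screen inhibition at 20 µM above a set limit, cut at about 50% in these data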;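 also: plate controls were DMSO with full reaction for no effect and wells lacking NADH for full effect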
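material = Clostridium kluyveri diaphorase enzyme | amount = 0.14 U/mL diaphorase, enzyme working solution | schedule = incubation 16 min, room temperature | detection = fluorescence of resorufin formed from resazurin, Ex 544/Em 590 nm | benchmarks = positive control minus NADH, DMSO neutral control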
RAM network inh: blocks the yeast RAM network. 1.8% of 190,000 active. inhibition, % at 50 µM. AID 868. S. cerevisiae dse1pr::URA3 reporter, 5-FOA growth OD615, 2 d; analog-sensitive cbk1-as2 kinase mutant strain;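 active = inhibition above a set limit, 3 SD over mean compound inhibition, cut at about 8.4% in these data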;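 also: 0% = DMSO-only wells with no growth and 100% = 10 µM 1-NA-PP1 full growth; inhibition rescues growth on 5-FOA so higher OD means more RAM inhibition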
Lmaj promast: reduces viability of Leishmania major promastigotes | resazurin fluorescence viability | inhibition, % at 10 µM | 9% of 200,000 active;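 also: promastigotes grown with compound for 44 hours at 28 °C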
S1P3 antag: blocks the human S1P3 receptor; CHO S1P3 NFAT-BLA reporter, FRET fluorescence, antagonist mode; inhibition, % at 4.98 µM; 0.27% of 170,000 active;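 active = inhibition above the plate cutoff, the mean inhibition of test wells on that plate plus 3 SD, cut at about 28% in these data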;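 also: cells challenged with S1P at its EC80 of 0.8 µM; blue over green emission ratio from cleaved BLA substrate after 4 h stimulation; 0% = S1P-stimulated wells and 100% = unstimulated DMSO-only wells; some compounds past the cut are filed as inactive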
TLR4-MyD88 BLA: TLR4-MyD88 interaction inhibition in cells; O00206+Q99836; HeLa CL3-4 TLR4/MyD88 BLA complementation, FRET ratio; inhibition, % at 8.4 µM; 0.18% of 200,000 active; AID 861; in the data active = inhibition above about 25%;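 also: 0% = vehicle and 100% = reference inhibitor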
Target sequence (O00206 whole entry, looked up): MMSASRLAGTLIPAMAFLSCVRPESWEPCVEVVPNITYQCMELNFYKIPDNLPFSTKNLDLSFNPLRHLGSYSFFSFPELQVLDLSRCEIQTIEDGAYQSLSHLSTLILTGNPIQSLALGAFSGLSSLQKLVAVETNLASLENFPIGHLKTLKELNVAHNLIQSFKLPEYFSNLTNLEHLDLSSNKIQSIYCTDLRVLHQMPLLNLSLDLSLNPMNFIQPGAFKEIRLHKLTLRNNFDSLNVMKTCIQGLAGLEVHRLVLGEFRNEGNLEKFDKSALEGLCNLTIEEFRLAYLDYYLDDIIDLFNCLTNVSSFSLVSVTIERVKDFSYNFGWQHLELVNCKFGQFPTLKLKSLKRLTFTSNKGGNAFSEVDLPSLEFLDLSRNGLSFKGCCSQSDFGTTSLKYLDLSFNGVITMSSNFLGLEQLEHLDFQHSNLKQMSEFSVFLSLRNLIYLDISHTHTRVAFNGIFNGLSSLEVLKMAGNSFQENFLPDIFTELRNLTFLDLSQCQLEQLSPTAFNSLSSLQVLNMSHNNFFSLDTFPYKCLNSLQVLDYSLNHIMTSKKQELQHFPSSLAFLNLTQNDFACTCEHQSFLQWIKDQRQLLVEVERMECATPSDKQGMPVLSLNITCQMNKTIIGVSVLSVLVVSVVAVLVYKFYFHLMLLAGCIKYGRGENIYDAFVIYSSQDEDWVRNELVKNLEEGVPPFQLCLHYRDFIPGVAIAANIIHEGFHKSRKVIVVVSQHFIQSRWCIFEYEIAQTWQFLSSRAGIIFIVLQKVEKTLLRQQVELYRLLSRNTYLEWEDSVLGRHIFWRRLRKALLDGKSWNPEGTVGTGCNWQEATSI
Target sequence (Q99836 whole entry, looked up): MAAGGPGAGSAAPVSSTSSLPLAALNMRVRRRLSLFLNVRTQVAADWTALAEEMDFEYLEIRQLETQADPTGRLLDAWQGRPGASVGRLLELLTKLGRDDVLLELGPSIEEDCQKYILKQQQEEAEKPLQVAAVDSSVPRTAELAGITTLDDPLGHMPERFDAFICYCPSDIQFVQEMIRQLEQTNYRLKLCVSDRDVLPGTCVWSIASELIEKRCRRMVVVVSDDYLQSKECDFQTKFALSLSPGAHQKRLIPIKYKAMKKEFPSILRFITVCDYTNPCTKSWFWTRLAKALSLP
PMI act: phosphomannose isomerase (human) activation; purified human PMI, coupled resazurin fluorescence, 20 min; hits give high values; 1 = vehicle control, 0 substrate-free wells; activation factor at 20 µM; 0.005% of 190,000 active; AID 1214;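 active = activation factor of 2 or more at 20 µM, relative to plate controls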
Hsp70 activator: transcriptional activators of Hsp70. AID 1203. activation, % at 10 µM. HeLa Hsp70 promoter luciferase reporter, luminescence; scaled: vehicle 0, proteasome-inhibitor control 100%. 0.04% of 200,000 active;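 active = activation above the mean across all tested compounds plus 3 SD, cutoff set per campaign, cut at about 5.5% in these data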;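 also: 100% = MG132 at 30 µM as the positive control and 0% = DMSO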
G6PDH counter: L. mesenteroides G6PDH inhibition counter-screen; Purified L. mesenteroides G6PDH, diaphorase/resazurin coupled fluorescence, 45 min; inhibition, % at 5 µM; 0.12% of 200,000 active; AID 1020
PMI act hi M6P: increases human PMI activity with near-saturating mannose 6-phosphate | P34949 | 0.34% of 190,000 active | coupled PMI enzyme assay, resazurin fluorescence, 20 min; hits give high values; 1 = untreated enzyme, 0 = substrate-free blank | activation factor at 20 µM;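 active = activation factor of 2 or more at 20 µM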
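Technique: Diaphorase-driven resazurin-to-resorufin fluorescence, excitation 544, emission 590 nm | Assay system: Human PMI in coupled enzyme assay | Times: Enzyme reaction with compound 20 min at room temperature | Medium: HEPES-buffered pH 7.4 with magnesium and detergent | Reagent: Mannose-6-phosphate 1.0 mM (near-saturating) plus 0.22 mM NADP+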
Diaph act CS: diaphorase activation or chemical reduction counter-screen | Diaphorase/resazurin coupled assay, resorufin fluorescence, 16 min; hits give high values; 1 = vehicle wells, 0 = NADH-free wells | activation factor at 20 µM | 0.005% of 190,000 active;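 active = diaphorase activity raised at least twofold by the compound at 20 µM; inactive = activation factor below 2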
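Material: bacterial diaphorase enzyme (C. kluyveri); amount: enzyme 0.07 U/mL final; reagent: NADH substrate 0.114 mM plus resazurin dye 0.1 mM, final; doses: single compound dose of 20 µM, 1% DMSO final; timing: 16 min enzyme reaction, ambient temperature; measured by: fluorescence of resorufin, 544 nm excitation, 590 nm emission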
Redox H2O2 prof: compounds producing H2O2 with reducing agent – biochemical, NIH compound library profiling, artefact control for MLSCN library redox annotation, primary screen. DTT-dependent redox cycling H2O2, phenol red/HRP absorbance; 100% = 100 µM peroxide control, 0% = buffer. activation, % at 10 µM. 0.03% of 200,000 active. AID 878;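 active = activation of at least 50% relative to the plate's high and low controls in the primary single-dose screen; inactive = activation below 50%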;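 also: compound incubated with DTT at 0.8 mM final as the reducing agent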
Starred values were filed as active, the others as inactive; . = not tested or not shown. Rule as the data show it, unless noted: active = inhibition above about 50%; inactive = the rest.

The line under a structure holds: Diaphorase inh | RAM network inh | Lmaj promast | S1P3 antag | TLR4-MyD88 BLA | PMI act | Hsp70 activator | G6PDH counter | PMI act hi M6P | Diaph act CS | Redox H2O2 prof
1) Cc1nn(-c2ccccc2)c2[nH]c(=O)c(CNCc3ccc4c(c3)OCO4)cc12
  -4 | -1.1 | 12 | -28 | -6 | 0.9 | -0.3 | 5 | 1 | 1 | 2.5
2) NNC(=O)c1nnn(-c2nonc2N)c1-c1cccs1
  4 | 2.0 | 10 | . | -8 | 1 | -0.3 | -1 | 1 | 1 | 0.6
3) O=C(NCc1ccc2c(c1)OCO2)c1c[nH]c2ccc(S(=O)(=O)N3CCOCC3)cc2c1=O
  17 | 2.4 | -2 | -19 | 5 | 0.9 | -0.2 | 4 | 1 | 0.8 | -2.3
4) CC1=C/C(=C/N(C)C)C(=O)O1
  10 | 1.4 | -5 | -11 | 13 | 1.2 | -0.3 | 9 | 1.1 | 0.9 | -0.1
5) O=C(Nc1ccccc1)c1nnsc1S(=O)(=O)c1ccc(Cl)cc1
  10 | -0.7 | -7 | . | 12 | 1.1 | -0.4 | 6 | 1 | 0.9 | 3.1
6) Cc1ccccc1OCC(=O)Nc1cccc(NC(=O)c2ccco2)c1
  10 | -1.1 | 3 | -17 | 0 | 1.1 | 0.1 | 3 | 1 | 0.9 | -0.1
7) COc1ccc2cc(C(=O)NC3CCCCC3)c(=O)oc2c1
  5 | 4.0 | -2 | -17 | 16 | 1 | -0.3 | 4 | 1 | 0.9 | 1.1
8) Cc1ccc(OCC(=O)N/N=C2\CCOc3c(C)cccc32)cc1
  -3 | 1.6 | 5 | . | 8 | 0.9 | -0.3 | 6 | 1 | 1 | -6.8
9) CCc1nc(N)c(C#N)c(-c2ccncc2)c1C
  11 | 1.1 | -5 | -24 | 2 | 0.9 | -0.2 | 3 | 0.9 | 0.9 | 2.4
10) Cc1cccc(NC(=O)CSc2nnc(C)c(=O)n2N)c1C
  3 | 0.8 | -5 | -3 | -7 | 1 | -0.5 | 18 | 1 | 1 | 0.4
11) Cn1c(=O)c2[nH]c(-c3cccnc3)nc2n(C)c1=O
  20 | 1.0 | 2 | 6 | 12 | 0.8 | 0.0 | 11 | 0.9 | 0.8 | 0.0
12) Cc1cc(C)c(C#N)c(N2CCN(Cc3ccc4c(c3)OCO4)CC2)n1
  15 | 1.1 | 20 | 2 | 5 | 0.9 | -0.4 | 2 | 0.9 | 0.8 | 0.0
13) CCSc1nc(N2CCOCC2)c2c(c1C#N)CC(C)(C)N(C)C2
  16 | -0.6 | 5 | . | 2 | 1 | -0.1 | 4 | 1 | 0.8 | 1.2
14) COc1ccc(OC)c(NC(=O)N2CCCC(CNS(=O)(=O)c3cccs3)C2)c1 (stereo unspecified)
  27 | 2.0 | -1 | -1 | -9 | 0.8 | -0.2 | 16 | 0.8 | 0.7 | -0.5
15) COCC(=O)N1CCN(c2ccc([N+](=O)[O-])cc2)CC1
  16 | 0.8 | 1 | . | -8 | 1 | -0.4 | 3 | 0.9 | 0.8 | 1.6
16) CCN(C(=O)COC(=O)CNS(=O)(=O)c1ccccc1)c1ccccc1
  30 | 1.6 | -5 | -23 | -15 | 1 | -0.5 | 10 | 0.7 | 0.7 | -0.7
17) CCCC(=O)NCCc1cc2cc(C)c(C)cc2[nH]c1=O
  8 | 1.2 | -1 | 6 | -13 | 1.1 | 0.0 | 9 | 1 | 0.9 | 0.1
18) O=c1c2ccccc2nnn1CSc1ccc2ccccc2n1
  0 | 0.3 | 32 | -2 | -6 | 1 | -0.4 | 5 | 1.1 | 1 | 0.1
19) O=C1OC2(c3ccccc3)C3CCCC2C13
  9 | 1.7 | -3 | -21 | 6 | 1 | 0.4 | -7 | 1 | 0.9 | 2.9
20) COc1cc(-c2nc3ccccc3s2)ccc1O
  8 | -1.6 | -4 | . | -2 | 0.9 | 0.0 | 17 | 0.9 | 0.9 | -0.1

A different layout for two compounds above.
| cpd | Compound | Diaphorase inh | RAM network inh | Lmaj promast | S1P3 antag | TLR4-MyD88 BLA | PMI act | Hsp70 activator | G6PDH counter | PMI act hi M6P | Diaph act CS | Redox H2O2 prof |
| --- | --- | --- | --- | --- | --- | --- | --- | --- | --- | --- | --- | --- |
| 16 | CCN(C(=O)COC(=O)CNS(=O)(=O)c1ccccc1)c1ccccc1 | 30 | 1.6 | -5 | -23 | -15 | 1 | -0.5 | 10 | 0.7 | 0.7 | -0.7 |
| 17 | CCCC(=O)NCCc1cc2cc(C)c(C)cc2[nH]c1=O | 8 | 1.2 | -1 | 6 | -13 | 1.1 | 0.0 | 9 | 1 | 0.9 | 0.1 |

Next results
The line under a structure holds: Diaphorase inh | RAM network inh | Lmaj promast | S1P3 antag | TLR4-MyD88 BLA | PMI act | Hsp70 activator | G6PDH counter | PMI act hi M6P | Diaph act CS | Redox H2O2 prof
21) CCc1cc(=O)oc2c(C)c(O)c(CN3CCCCC3)cc12
  19 | -0.3 | 13 | 8 | 8 | 1 | -0.1 | -3 | 1 | 0.8 | 0.0
22) COc1ccc2nc(SCC(=O)N(C)C3CCCCC3)c(C#N)cc2c1
  46 | 2.2 | 22 | -6 | 6 | 0.9 | 0.1 | -15 | 1 | 0.5 | 0.3
23) CCCC(=O)Nc1cc(OCC)c(NC(=O)NC2CCCCC2)cc1OCC
  12 | 4.8 | -2 | -16 | -21 | 1 | 0.1 | 1 | 0.8 | 0.9 | 0.4
24) Cc1cc(C(F)F)nn1CC(=O)NCc1ccco1
  13 | 0.8 | -7 | 8 | -24 | 1 | -0.1 | 10 | 1 | 0.9 | -0.1
25) CCCC(=O)NC(=S)Nc1cccc(C(C)=O)c1
  13 | -0.8 | -8 | . | 18 | 0.8 | -0.2 | 7 | 0.9 | 0.9 | -3.5
26) Cc1cc(C(=O)CSc2nnnn2C)c(C)n1-c1ccc2c(c1)OCCO2
  9 | 1.6 | 14 | 11 | 4 | 1 | 0.4 | 7 | 1 | 0.9 | 1.0
27) CCOC(=O)N1CCN(C(=O)c2ccc(CN(c3ccccc3)S(C)(=O)=O)cc2)CC1
  4 | 1.0 | 0 | . | 8 | 1.1 | -0.2 | 9 | 1 | 1 | -0.5
28) Cn1c(C(C)(O)C(O)c2ccccc2)nc2ccccc21 (stereo unspecified)
  12 | -0.1 | -5 | 5 | -17 | 0.9 | -0.1 | 10 | 0.9 | 0.9 | 0.0
29) CCOC(=O)C(C#N)C(c1cccnc1)c1c(C)[nH][nH]c1=O (stereo unspecified)
  19 | 1.2 | -8 | -10 | -7 | 1 | -0.2 | -14 | 1 | 0.8 | 3.0
30) CCOC(=O)N1CCN(c2c(-c3ccc(C)c(C)c3)c(=O)c2=O)CC1
  5 | -0.8 | -2 | 34 | 4 | 1 | -0.1 | 7 | 1.1 | 1 | -2.8
31) O=C(NCCN=C1NS(=O)(=O)c2ccccc21)c1ccc2nccnc2c1
  44 | 1.9 | -3 | -31 | -2 | 1 | -0.2 | 14 | 0.8 | 0.6 | -1.4
32) Cn1c(NC(=O)/C=C/c2ccc(Cl)c(Cl)c2)cc(=O)n(C)c1=O
  18 | 1.3 | -5 | 5 | 0 | 1 | -0.2 | -2 | 1.1 | 0.8 | 1.0
33) CCc1n[nH]c(=S)n1/N=C/c1ccc(N(C)c2ccccc2)cc1
  21 | -0.6 | 29 | 5 | 1 | 0.9 | -0.1 | -1 | 1 | 0.8 | 0.7
34) O=C(CN1CCN(c2ccc(O)cc2)CC1)Nc1ccc(SC(F)F)cc1
  26 | 0.9 | 57* | -7 | 5 | 0.7 | -0.3 | -20 | 0.5 | 0.7 | -0.2
35) COc1nn(-c2nc(-c3ccccc3)cc(C(F)(F)F)n2)cc1[N+](=O)[O-]
  9 | 3.3 | -4 | -4 | 8 | 0.9 | -0.3 | -8 | 1 | 0.9 | 0.5
36) CC1(C)CC(=O)C(CC2=C(O)CC(C)(C)CC2=O)=C(O)C1
  13 | 3.1 | -2 | -2 | 10 | 0.6 | -0.3 | 13 | 0.9 | 0.9 | -3.6
37) CCCC(c1nnnn1CCc1ccccc1)N1CCN(C(=O)c2ccco2)CC1 (stereo unspecified)
  16 | 1.3 | 4 | 3 | -2 | 1 | 0.1 | 3 | 1.1 | 0.8 | -0.2
38) CC(C)(C)c1ccc(O)c(N=Cc2cc(Br)ccc2O)c1
  36 | 0.3 | 29 | -1 | -4 | 0.6 | -0.1 | 16 | 0.6 | 0.6 | 8.4
39) O=C(CSc1nccc(=O)[nH]1)N1CCc2ccccc2C1
  15 | -0.3 | -6 | . | -12 | 0.9 | -0.1 | 4 | 0.9 | 0.8 | 0.2
40) Cc1[nH]nc(N)c1-c1ccccc1
  4 | 2.2 | -2 | -10 | 2 | 0.9 | 0.1 | 16 | 1 | 1 | -1.0
41) CCOC(=O)C(C)Oc1nc(Oc2ccccc2)nc(N(C)C)n1 (stereo unspecified)
  10 | 0.4 | 4 | . | 4 | 0.9 | 0.1 | -2 | 0.9 | 0.9 | 1.4
42) Cc1cc(OCC(=O)Nc2ccc(S(=O)(=O)NC3=NCCCCC3)cc2)c(C(C)C)cc1Cl
  9 | 5.5 | 71* | 14 | 13 | 0.9 | -0.1 | -15 | 1 | 0.9 | -0.7
43) O=C(NCc1ccccn1)c1ccc([N+](=O)[O-])cc1
  16 | 0.1 | -6 | -22 | 2 | 1 | -0.3 | 3 | 1 | 0.8 | 0.1
44) c1cncc(-c2nc(NCCCn3ccnc3)c3ccccc3n2)c1
  -23 | 0.6 | -2 | 4 | 10 | 1 | -0.2 | 7 | 0.9 | 1.2 | 0.0
45) Cc1cc(C(=O)Nc2cccc(S(=O)(=O)N3CCCCC3)c2)c2ccccc2n1
  19 | 1.6 | 3 | -12 | -10 | 1 | -0.3 | 0 | 0.9 | 0.8 | -0.5
46) Cc1ccc(C2Oc3ccccc3C3=C2C(c2cccs2)n2ncnc2N3)cc1 (stereo unspecified)
  29 | 3.7 | 51* | . | -5 | 0.9 | -0.2 | 6 | 0.9 | 0.7 | 2.3
47) COc1ccccc1/C(C)=N/NC(=S)NCc1ccccc1
  22 | -1.1 | 3 | -3 | -1 | 1 | -0.2 | 1 | 0.9 | 0.8 | -0.2
48) CC(c1ccco1)N(C(=O)c1ccc(F)cc1)c1ccccn1 (stereo unspecified)
  -3 | 1.0 | -8 | -11 | 6 | 1.1 | -0.2 | 13 | 1 | 1 | -0.2
49) COc1ccc(/C=N/NC2=NCCCCC2)c(OC)c1
  8 | 0.9 | 24 | -9 | -3 | 1.2 | -0.2 | 0 | 1 | 0.9 | -0.9

Assay outcomes deposited in PubChem by several laboratories.
